# Screening results (PubChem)
# beta cell repl: induces beta-cell replication in MIN6 cells; MIN6 cells proliferation, ATPlite luminescence, 48 h; cells starved in 0.2% serum; 100% = growth in 10% serum; proliferation, % at 10 µM; 330,000 compounds, 0.29% hits;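 active = compounds whose signal lies at least 3.5 SD above the mean of all wells on their plate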;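 note: 0% = DMSO-treated cells in low-serum medium and 100% = 10% serum control; some compounds called inactive have numbers as strong as hits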
# GRIN3A LBD mod: modulators (binders) of human NR3A ligand-binding domain; NR3A LBD differential scanning fluorimetry, Tm shift; 0% = protein alone, 100% = glycine-bound protein; 340,000 compounds, 2.5% hits; Tm shift relative to glycine control, % at 25 µM; AID 1259313;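 active = melting temperature shift of at least 10% of the positive control shift, at one fixed dose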
# mIAP inh: blocks mouse intestinal alkaline phosphatase. purified mouse IAP, CDP-Star luminescence, 30 min. inhibition, % at 10 µM. AID 2806. 330,000 compounds, 0.2% hits;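 active = inhibition of at least 40% at 10 µM in the primary screen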;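 note: plate controls were DMSO with enzyme for no effect and no enzyme wells for full effect; values of inactives mirror those of a sister screen read the other way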
# hIAP block: blocks human intestinal alkaline phosphatase; P09923; purified IAP, CDP-Star luminescence, 30 min; inhibition, % at 10 µM; 330,000 compounds, 0.12% hits; AID 2544;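 active = inhibition reaching a set limit with compound at 10 µM in the primary screen, cut at about 35% in these data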;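 note: plate controls were DMSO wells with enzyme for no effect and no-enzyme buffer wells for full effect; values of inactives mirror those of a sister screen read the other way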
# Target sequence (P09923 whole entry, looked up): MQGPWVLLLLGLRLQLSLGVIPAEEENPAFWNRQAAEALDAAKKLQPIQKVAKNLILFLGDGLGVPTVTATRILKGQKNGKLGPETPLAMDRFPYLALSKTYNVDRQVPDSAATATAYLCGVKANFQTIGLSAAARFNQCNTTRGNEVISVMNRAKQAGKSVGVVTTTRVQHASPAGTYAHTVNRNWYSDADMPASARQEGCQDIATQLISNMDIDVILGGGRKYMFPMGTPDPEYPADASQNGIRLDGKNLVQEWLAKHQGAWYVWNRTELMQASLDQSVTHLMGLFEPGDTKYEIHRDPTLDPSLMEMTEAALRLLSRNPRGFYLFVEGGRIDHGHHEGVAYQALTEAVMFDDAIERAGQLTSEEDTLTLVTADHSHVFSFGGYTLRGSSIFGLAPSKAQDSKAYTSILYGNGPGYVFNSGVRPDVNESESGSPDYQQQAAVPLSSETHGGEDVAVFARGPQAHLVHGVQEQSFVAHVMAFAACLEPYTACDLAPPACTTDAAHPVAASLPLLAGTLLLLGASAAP
# hIAP act: increases human intestinal alkaline phosphatase activity; purified human IAP, CDP-Star luminescence, 30 min; stronger effect = higher value; 1 = vehicle-only enzyme, 0 = enzyme-free background; activation factor at 10 µM; 330,000 compounds, 0.16% hits; AID 2524;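 active = activation factor of the enzyme at least 2-fold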; note: the source names both 10 and 20 µM as test concentration; values of inactives mirror those of a sister screen read the other way
# mIAP activ: increases mouse intestinal alkaline phosphatase activity | muIAP, CDP-Star luminescence, 30 min; stronger effect = higher value; 1 = vehicle-only enzyme signal, 0 = enzyme-free wells | 330,000 compounds, 0.24% hits | AID 2805 | activation factor at 10 µM;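 active = activation factor of at least 2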; note: the source names both 10 and 20 µM as test concentration; values of inactives mirror those of a sister screen read the other way
#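 System: mouse IAP enzyme. Reagent: CDP-Star chemiluminescent phosphatase substrate. Benchmarks: DMSO wells, no-enzyme wells. Times: 30 min enzyme-substrate-compound incubation at room temperature. Detection: luminescence from enzymatic CDP-Star hydrolysis. Doses: test compounds delivered from DMSO solution.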
# APOBEC3G inh: inhibitors of human APOBEC3G DNA deaminase | recombinant A3G, ssDNA deamination FAM/TAMRA fluorescence | 330,000 compounds, 0.28% hits | inhibition, % at 20 µM;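 active = inhibition of at least 40% at 20 µM, with no more than 30% in the related APOBEC3A deaminase screen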;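 note: plate controls were DMSO wells with A3G for no effect and wells lacking A3G enzyme for full effect; some compounds called inactive have numbers as strong as hits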
# APOBEC3A inh: blocks human APOBEC3A ssDNA deamination. recombinant A3A, FAM/TAMRA ssDNA deamination fluorescence. 330,000 compounds, 0.41% hits. inhibition, % at 20 µM;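 active = at least 40% inhibition at 20 µM here, with at most 30% in a related deaminase screen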;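 note: plate controls were A3A with DMSO for no effect and wells lacking A3A enzyme for full effect; some results filed as inactive read as strong as hits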
# Target sequence (P31941 whole entry, looked up): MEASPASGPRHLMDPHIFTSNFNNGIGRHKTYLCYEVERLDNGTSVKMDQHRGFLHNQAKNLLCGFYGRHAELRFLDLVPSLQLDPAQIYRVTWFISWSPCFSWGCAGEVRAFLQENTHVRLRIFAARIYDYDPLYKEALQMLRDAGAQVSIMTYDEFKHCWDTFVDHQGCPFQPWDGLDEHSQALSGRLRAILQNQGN
# MPTP block: blocks calcium-induced mitochondrial swelling; isolated mouse mitochondria, Ca2+ swelling absorbance, 30 min; inhibition, % at 10 µM; 360,000 compounds, 1.4% hits; AID 602449;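 active = inhibition of 50% or more, scaled per plate between neutral and stimulator controls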;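 note: 0% = DMSO wells given calcium and 100% = 1 mM EGTA wells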
# Active calls of the source: *. The order is random, and some 5% of all compounds hit somewhere here.
SMILES,beta cell repl,GRIN3A LBD mod,mIAP inh,hIAP block,hIAP act,mIAP activ,APOBEC3G inh,APOBEC3A inh,MPTP block
CCCCN(C(=O)c1[nH]c(C)c(C(C)=O)c1C)c1c(N)n(CCCC)c(=O)[nH]c1=O,0,1,-10,-5,1.1,1.1,-6,-3,-3.5
O=C(c1cc(S(=O)(=O)N2CCN(c3ccccc3)CC2)ccc1Cl)N1CCCC(C(F)(F)F)C1 (stereo not given),-7,-2,-1,-5,1.1,1,-7,0,39
COCC(C)NS(=O)(=O)c1ccc(OC)cc1 (stereo not given),3,1,8,4,0.96,0.92,-7,-6,-3.3
O=C(NCc1ccco1)C(=O)c1cn(CC(=O)N2CCCCC2)c2ccccc12,1,2,7,6,0.94,0.93,-7,0,-0.5
Nn1c(SC/C=C/c2ccccc2)nnc1-c1ccco1,-2,1,-4,-57,1.6,1,-3,-4,1.3
CCN1CCCC1Cn1cnc2c([nH]c3ccc(C)cc32)c1=O (stereo not given),3,0,-2,16,0.84,1,3,6,0.4
COc1ccc(-n2c(-c3ccccc3)cc3c2CCCC3=O)cc1,-5,-1,-11,-2,1,1.1,-2,-2,1.2
CCCOC(=O)C1C2C=CC3(CN(c4ccc(Cl)c(F)c4)C(=O)C13)O2 (stereo not given),-1,0,10,16,0.84,0.9,1,-2,0.3
C=CCNC(=O)NC(=O)CSc1nc2cc([N+](=O)[O-])ccc2n1-c1cccc(C(F)(F)F)c1,0,-4,12,1,0.99,0.88,-4,-3,8.0
CCOc1ccc(NS(=O)(=O)c2ccc(C(=O)NCC(C)(C)N3CCOCC3)cc2)cc1,1,1,0,-4,1,1,-8,-4,-0.9
O=C(O)c1n[nH]c2c1CC(C1CCCCC1)CC2 (stereo not given),0,-6,-3,-36,1.4,1,-9,-5,-1.1
COc1ccccc1NC(=O)CSc1nnc(CNC(=O)c2ccco2)n1C,0,-1,9,12,0.88,0.91,-10,-2,0.0
CCOC(=O)C[C@H]1c2ccccc2S(=O)(=O)N1Cc1cccc(C(F)(F)F)c1,-3,5,14,11,0.89,0.85,-1,-3,1.1
CC(=O)n1cc(/C=N/NC(=O)c2ccc([N+](=O)[O-])cc2)c2ccccc21,-3,21*,-2,8,0.92,1,4,2,0.4
COc1ccccc1N1CCN(CCN2C(=O)CC3(CCCC3)CC2=O)CC1,-1,1,6,0,1,0.94,-9,-2,-3.2
O=C(N/N=C/c1ccccc1OC(=O)c1ccc2c(c1)OCO2)c1ccccc1,0,-6,-1,-35,1.3,1,-2,1,5.9
Cc1cc(C(=O)OCC(=O)NC(C)c2ccccc2)c(C)o1 (stereo not given),-2,0,3,-3,1,0.97,2,2,-0.9
Cc1onc(-c2ccccc2)c1C(=O)Nc1nnc(-c2ccncc2)s1,-4,0,-3,-11,1.1,1,-6,-2,-0.3
O=C(Nc1cccnc1)c1ccc(F)cc1,-1,2,-7,2,0.98,1.1,-5,-3,1.2
COCCCNS(=O)(=O)c1ccc2[nH]c3c(c2c1)CCCCC3,-2,1,-9,0,1,1.1,-6,-1,0.9
COc1ccccc1C1=NC(c2ccccc2)CN1c1ccccc1 (stereo not given),-6,5,-44,-49,1.5,1.4,9,29,-0.3
CCOc1ccc2ccccc2c1CNc1nnnn1CC,-4,-3,-6,-3,1,1.1,-1,3,2.2
CC(=O)CSc1ncnc2sc3c(c12)CCCC3,3,0,-2,-3,1,1,-5,-2,0.1
Cc1cccc(NC(=O)C2CCN(S(=O)(=O)c3c(C)noc3/C=C/c3ccco3)CC2)n1,-2,-3,10,-7,1.1,0.9,-1,0,0.9
C=CCOn1c(=O)c(-c2ccc(OC)c(OC)c2)[n+]([O-])c2ccccc21,-3,0,1,-4,1,0.99,1,1,0.3
O=c1cc(N2CCOCC2)c2ccccc2o1,-1,0,9,1,0.99,0.91,1,1,0.9
Nc1nc(SCC(=O)Nc2cc(-c3ccccc3)nn2-c2ccccc2)n[nH]1,-2,-1,8,-5,1.1,0.92,-4,-5,-0.3
COc1ccc(OCC(=O)N(Cc2ccc(C)o2)C2CCS(=O)(=O)C2)cc1 (stereo not given),-3,0,-7,-13,1.1,1.1,-5,-4,0.5
Cc1[nH]c2ccccc2c1C(c1ccncc1)N1CCC(C)CC1 (stereo not given),-1,0,-3,8,0.92,1,-5,-3,-0.4
CC1CCCCC1NC(=S)Nc1ccc(Cl)cc1Cl (stereo not given),-7,-2,-178,-5,1.1,2.8*,-3,0,93*
CCc1ccccc1NCC(=O)Nc1ccc(Cl)c(C(F)(F)F)c1,0,21*,-38,13,0.87,1.4,-9,4,69*
O=C(NCCN1CCOCC1)c1ccc(Cl)c(S(=O)(=O)N2CCOCC2)c1,2,2,-4,2,0.98,1,-5,3,-2.3
O=C(NNC(=O)c1ccccc1-n1cccc1)c1ccc(Cl)cc1Cl,2,0,6,13,0.87,0.94,-8,-5,-1.4
CC(C)c1ccc(/C=C2\Oc3c(ccc(O)c3CN3CCN(C)CC3)C2=O)cc1,-3,-3,0,-2,1,0.99,-5,-1,-1.8
C=CCn1c(C)cc(C(=O)CSc2nc3ccccc3o2)c1C,-5,0,15,4,0.96,0.85,1,2,2.2
C/C(=N/Nc1ccnc2cc(Cl)ccc12)c1ccc(O)cc1,-7,14*,4,-5,1.1,0.96,0,-5,12
CNC(=O)CN(c1ccc(OC)cc1)S(=O)(=O)c1ccc(F)cc1,0,-1,-4,1,0.99,1,-4,-4,-1.2
COc1ccc(NC(=O)C2CCCN(CCCc3ccccc3)C2)cc1OCC(C)C (stereo not given),-5,0,0,-16,1.2,1,0,-4,-2.7
C[C@@H]1[C@H](O)C[C@@]23COC(=O)C2=CCCC3[C@@]1(C)CCC1COC(=O)C1 (stereo not given in full),-1,1,-7,-8,1.1,1.1,-8,-5,-1.4
Cc1ccc(-c2cc(C(=O)NCc3ccc4c(c3)OCO4)no2)cc1,-3,-1,-4,-6,1.1,1,14,2,2.9
O=C(CCc1ccccc1)NCCc1cccs1,1,0,-1,-6,1.1,1,-6,4,0.7
O=C(COc1ccc(Nc2ccccc2)cc1)OCC(=O)N1CCCCC1,-3,1,-17,-29,1.3,1.2,-4,-6,2.2
CCOP(=O)(OCC)C(Nc1ccc(C(=O)O)cc1)c1ccccc1 (stereo not given),1,-1,-8,-8,1.1,1.1,-3,4,-0.4
Cc1ccc(NC(=O)CCN2CCOCC2)cc1C,-2,2,-1,-22,1.2,1,12,0,0.7
COc1ccc(S(=O)(=O)N(C)CC(=O)Nc2ccccc2SC)cc1Cl,-2,1,-15,-2,1,1.1,-4,-3,-0.2
COCCN=C1Sc2nc3ccc(C)cc3cc2CN1Cc1cccs1,-5,-5,10,3,0.97,0.91,-6,-4,-0.8
CCn1ncc(C(=O)Nc2ccccc2C)c1C,-1,0,-4,-6,1.1,1,-1,1,0.4
COc1ccc(C2C(C#N)=C(C)NC(C)=C2C(=O)OC(C)C)c(OC)c1 (stereo not given),-4,0,-17,-8,1.1,1.2,-11,-1,0.2
CC1CCCN(Cc2csc(N)n2)C1 (stereo not given),0,0,8,1,0.99,0.93,-6,0,3.7
COc1ccc2cc(C(c3nnnn3C(C)(C)C)N3CCSCC3)c(=O)[nH]c2c1 (stereo not given),-1,2,-8,-20,1.2,1.1,0,2,-0.7
CN(C)/C(Cn1cncn1)=C1/N=C(c2ccccc2)OC1=O,0,2,-5,-12,1.1,1.1,-6,-3,0.7
C/C(=N\O)C(C)(C)Nc1ccc(F)cc1,-3,-2,-3,-2,1,1,-1,-4,1.7
CC(=O)c1ccc(C#CC(C)(C)O)s1,0,1,5,15,0.85,0.95,-7,-4,-4.4
Fc1ccccc1OCCCCSc1ncccn1,1,2,-7,-61,1.6,1.1,-10,-1,-0.5
CCCNC(=O)C(Cc1ccccc1)NC(=O)Cc1ccccc1 (stereo not given),0,-3,-9,3,0.97,1.1,0,10,0.8
CCOC(=O)COc1c(Cl)cc(C2NC(=S)NC(c3ccccc3)=C2C(C)=O)cc1OC (stereo not given),0,-4,1,2,0.98,0.99,-2,2,-0.3
O=C(NC(Cc1c[nH]c2ccccc12)C(=O)O)/C(=C/c1ccc2c(c1)OCO2)NC(=O)c1ccccc1 (stereo not given),0,-3,3,-4,1,0.97,-4,-1,-0.3
Nc1c(Cl)cc(NC(=O)c2ccccc2C(=O)O)cc1Br,-1,-5,4,15,0.85,0.96,-9,-2,-2.5
CC(=O)Nc1ccc(NC(=O)COc2ncnc3ccccc23)cc1,0,2,-2,12,0.88,1,-11,-1,0.6
COc1ccc(NC(=O)Nc2ccc(Cc3ccncc3)cc2)cc1OC,-2,-24,-74,-7,1.1,1.7,-4,0,1.8
# The listing continues.
SMILES,beta cell repl,GRIN3A LBD mod,mIAP inh,hIAP block,hIAP act,mIAP activ,APOBEC3G inh,APOBEC3A inh,MPTP block
CN1C(=O)CC(N2CCN(c3ccc(Cl)c(Cl)c3)CC2)C1=O (stereo not given),0,1,1,0,1,0.99,1,6,-0.7
COc1cccc(Oc2nc(N)ncc2[N+](=O)[O-])c1,-1,2,-1,-4,1,1,-15,-6,0.3
Cc1ccc(N=C2NC(=O)/C(=C/c3cccn3C)S2)cc1,-3,5,14,-15,1.1,0.86,-7,0,5.8
CCCN(CC(=O)Nc1ccc(OC)c(OC)c1)CC(=O)Nc1ccc(F)c(F)c1F,0,-2,-7,-13,1.1,1.1,1,7,-0.2
Cc1ccc(C)c(S(=O)(=O)N2CCCC2CNC(=O)C(=O)NCc2ccccn2)c1 (stereo not given),-2,-2,4,-14,1.1,0.96,2,-4,-0.5
O=C(CN1C(=O)S/C(=C/c2cccs2)C1=O)N1CCCC1,10*,2,8,5,0.95,0.92,-5,-4,-1.1
Cc1c(NC(=O)Nc2ccc([N+](=O)[O-])cc2)c(=O)n(-c2ccccc2)n1C,1,1,5,13,0.87,0.95,-5,-1,0.7
O=C(NCc1ccco1)c1nc2nc(-c3cccs3)cc(C(F)(F)F)n2n1,2,1,11,7,0.93,0.89,20,23,-0.2
O=[N+]([O-])c1ccc(CNc2cccc(F)c2)s1,-1,-3,5,20,0.8,0.95,-6,2,1.6
COC(=O)[C@@]12CCCCN1[C@H](c1ccc(SC3CCCCC3)cc1)[C@H]1C(=O)N(C)C(=O)[C@H]12,-8,-1,7,8,0.92,0.93,-7,4,0.8
Cc1ccc(NC(=O)Cn2c(=O)n(Cc3ccco3)c(=N)c3c4c(sc32)COC(C)(C)C4)cc1,-2,-24,-20,-7,1.1,1.2,12,2,-0.4
COc1ccc(Cn2c(=O)oc3ccc(C)cc32)cc1OC,-4,-2,-11,0,1,1.1,-5,-4,72*
Cc1ccc(S(=O)(=O)NC2CCCCC2)cc1,-1,0,-4,5,0.95,1,-5,2,-3.3
